# Assay outcomes: PubChem BioAssay, several laboratories
# RBBP9 inh: human RBBP9 hydrolase inhibition. O75884. recombinant RBBP9, FP-Rh probe fluorescence polarization. inhibition, % at 7.94 µM. hit rate 0.2% among 220,000;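 active = inhibition above the campaign mean of all tested compounds plus 3 SD, cut at about 14% in these data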;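 note: plate controls were DMSO wells with RBBP9 for no effect and wells lacking RBBP9 protein for full effect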
#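 Controls: DMSO-treated enzyme wells and wells lacking RBBP9 | Material: RBBP9 protein | Technique: Fluorescence polarization | Replication: Single well per compound, no replicates | Buffer or medium: Tris-NaCl-Pluronic buffer, pH 8.0 | Timing: 30 min compound preincubation, 45 min probe labeling, 25 °C | Read-out basis: Percent inhibition from mP, scaled between DMSO and no-protein wells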
# Runt-CBFb FRET: inhibitors of human RUNX1 Runt domain binding to CBFb | Q01196+Q13951 | Cerulean-Runt/Venus-CBFb FRET ratio 530/480, 1 h | inhibition, % at 20 µM | hit rate 0.46% among 220,000;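 active = inhibition over about 50% at 20 µM in the single-dose screen, limit read from the data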;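 note: 0% = DMSO wells and 100% = excess unlabeled CBFb competitor control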
#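 Measured by: fluorescence energy transfer, 422 nm excitation, 530/480 nm emission; Assay system: Cerulean-Runt domain; Medium: Tris pH 7.5 buffer with BSA; Measure: loss of energy transfer signal; Controls: 5 µM unlabeled CBFb as full-inhibition high control; Incubation: protein complex preformed 1 h, compound exposure 1 h, room temperature, dark.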
# TbHK1 inh: blocks Trypanosoma brucei hexokinase 1 activity; recombinant TbHK1, G6PDH-coupled NADH A340; inhibition, % at 10 µM; hit rate 0.11% among 220,000; AID 1430;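 active = inhibition of 50% or more in the single-dose primary screen; inactive = inhibition below 50%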
# Runt-SMMHC FRET: blocks binding of human RUNX1 Runt domain to CBFb-SMMHC; hit rate 0.74% among 220,000; inhibition, % at 20 µM; Cerulean-Runt/Venus-CBFb-SMMHC FRET ratio 530/480, 1 h;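 active = mean inhibition across duplicate retests at 20 µM reaching about 50%, limit read from the data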;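 note: 0% = DMSO wells and 100% = wells with excess untagged CBFb-SMMHC; inhibitors lower the FRET ratio by blocking Runt binding to CBFb-SMMHC; some results filed as inactive read as strong as hits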
# p47phox inh: inhibitors of human p47phox binding; p47phox/p22phox peptide binding, fluorescence polarization, 2 h; inhibition, % at 24.7 µM; hit rate 0.53% among 220,000; AID 1274;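 active = inhibition above about 30%, limit read from the data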;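 note: 0% = p47phox with labelled peptide and 100% = labelled peptide alone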
# p97 ATPase inh: blocks human p97 ATPase activity | recombinant p97 ATPase, Kinase-Glo ATP luminescence, 3 h | AID 1481 | hit rate 0.42% among 220,000 | P55072 | inhibition, % at 8 µM; in the data active = inhibition above about 15%;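 note: 0% = DMSO vehicle and 100% = wells lacking enzyme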
# EBV gp42 inh: blocks Epstein-Barr virus glycoprotein 42 binding; Fluorescence polarization binding assay, mP read-out; inhibition, % (tested at 21.74 µM); hit rate 0.42% among 220,000; in the data active = inhibition above about 50%
# m-calpain inh: calpain II (pig) inhibition; purified calpain II, fluorogenic peptide substrate, 30 min; hit rate 0.37% among 220,000; inhibition, % at 16 µM;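 active = inhibition above about 50%, limit read from the data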
# Furin inh: blocks human furin protease activity | P09958 | purified furin, fluorogenic substrate cleavage | inhibition, % at 30 µM | hit rate 0.061% among 220,000 | AID 463115; in the data active = inhibition above about 25%; note: inactives centre near -15
# Target sequence (P09958 108-714 limits assumed): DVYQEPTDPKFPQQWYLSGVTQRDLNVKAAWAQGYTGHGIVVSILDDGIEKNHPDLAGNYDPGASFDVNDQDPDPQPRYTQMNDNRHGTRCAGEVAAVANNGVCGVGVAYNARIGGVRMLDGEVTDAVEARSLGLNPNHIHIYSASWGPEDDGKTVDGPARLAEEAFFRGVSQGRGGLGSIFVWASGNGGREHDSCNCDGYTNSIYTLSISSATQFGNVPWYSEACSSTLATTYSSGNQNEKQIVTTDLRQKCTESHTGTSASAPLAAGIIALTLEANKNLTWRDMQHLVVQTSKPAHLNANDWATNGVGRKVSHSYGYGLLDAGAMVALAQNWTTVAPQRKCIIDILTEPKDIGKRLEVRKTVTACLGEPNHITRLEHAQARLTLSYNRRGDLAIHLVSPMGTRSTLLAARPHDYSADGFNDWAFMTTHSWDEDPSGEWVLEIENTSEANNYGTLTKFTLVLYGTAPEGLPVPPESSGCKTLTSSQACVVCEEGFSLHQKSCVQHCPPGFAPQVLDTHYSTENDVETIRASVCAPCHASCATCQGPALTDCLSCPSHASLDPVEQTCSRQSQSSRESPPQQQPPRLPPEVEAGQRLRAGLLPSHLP
# Numbers without * were called inactive; . = no result given; [ ] = dose if it differs, or a comment.
entry	mol	RBBP9 inh	Runt-CBFb FRET	TbHK1 inh	Runt-SMMHC FRET	p47phox inh	p97 ATPase inh	EBV gp42 inh	m-calpain inh	Furin inh
1	Cc1ccccc1OCC(O)Cn1c(NCc2ccco2)nc2c1c(=O)[nH]c(=O)n2C (stereo not drawn)	1	-8	2	4	-6	2	-14	-12	-6
2	CCOC(=O)C1(C(F)(F)F)N=C(c2ccccc2F)OC(N(C)C)=N1 (stereo not drawn)	-5	0	-3	2	-5	-1	0	6	-8
3	COc1cc(OC)cc(C(=O)N[C@H](C(=O)Nc2nc3ccc(S(C)(=O)=O)cc3s2)C(C)C)c1	-5	-11	-1	-3	-18	3	-7	-86	-20
4	Cc1ccc(C=Nc2ccc(N(C)C)cc2)o1	4	0	14	0	-7	4	-18	2	-9
5	COc1cccc(N/C(SCc2ccccc2C)=C(/C#N)C(=O)NCc2cccs2)c1	-13	1	-15	1	-16	0	-6	32	-7
6	CCN(CC)C(=O)CSc1nc2ccccc2o1	-6	0	2	-5	14	-2	-9	-18	-10[20 µM]
7	Cc1cccc(CCN(CC(=O)NC(C)(C)C)C(=O)c2csnn2)c1	-9	.	2	.	-5	-3	8	1	-16
8	O=C(CCCOc1ccccc1)N1CCN(c2ccccc2)CC1	-11	0	1	2	7	-7	-22	8	-13[20 µM]
9	Nc1c(-c2ccccc2)nc(Cl)nc1-c1ccccc1	-7	0	-17	7	-13	0	5	-480	-46[20 µM]
10	Cc1ccc2cc(CN(CC(C)C)C(=O)C3CCCO3)c(=O)[nH]c2c1 (stereo not drawn)	-4	0	-7	3	-9	-2	-12	6	-11[20 µM]
11	O=C(Nc1ccc2oc(-c3cccnc3)nc2c1)c1ccc(Br)o1	-9	3	-10	-6	-50	-4	-15	-73	-13[20 µM]
12	CCOC(=O)/C(C#N)=C/Nc1cc(F)ccc1C	-8	0	-36	2	3	1	-11	13	2
13	Cc1ccc(CNC(=S)Nc2cc(C)ccc2OC(F)F)cc1	4	-1	1	2	0	1	-2	17	-13
14	Cc1noc(C)c1COc1ccc(C(=O)OCC(=O)NCc2ccccc2Cl)cc1	-6	-1	5	2	-9	6	-7	8	-22
15	O=C(CSc1nc(-c2ccco2)cc(C(F)(F)F)n1)Nc1ccc(C(=O)N2CCCCC2)cc1	8	-10	-19	-9	-10	-2	-7	16	-4

# The list goes on:
entry	mol	RBBP9 inh	Runt-CBFb FRET	TbHK1 inh	Runt-SMMHC FRET	p47phox inh	p97 ATPase inh	EBV gp42 inh	m-calpain inh	Furin inh
16	O=C(N/N=C/c1cccs1)c1cccnc1	-7	1	-54	0	-2	8	-19	4	-14
17	O=C(O)C1C2C=CC3(O2)C1C(=O)N1c2ccccc2C2OCCC2C13 (stereo not drawn)	-4	-1	5	3	-6	1	-3	8	-17[20 µM]
18	CC(C)N1CCc2c(sc(NC(=S)NC(=O)c3ccccc3)c2C#N)C1	-4	19	-15	60*	-147	-2	-20	2	-4
19	Cn1c(N)c(C(=O)COC(=O)CCC2CCCCC2)c(=O)n(C)c1=O	-6	-3	-5	3	-2	1	-11	78*	-6
20	CCOC(=O)N1CCN(Cc2nc(Cc3cccc(C(F)(F)F)c3)no2)CC1	5	-6	-3	-1	-3	-1	5	-17	-12
21	CS(=O)(=O)C1=NSC2=NC(=O)/C(=C\c3ccc(-c4ccccc4)o3)C(=N)N21	-2	39	28	82	-30	7	-39	-61	0
22	CCc1c(O)cc(=O)n(-c2ccccc2)c1-c1ccccc1	-4	-3	12	-44	-2	-7	23	-8	-14
23	Cc1ccc(-c2cc(C(F)F)n3ncc(C(=O)N4CCN(c5ccccn5)CC4)c3n2)cc1	-3	-3	-18	-2	-10	-2	4	-19	1
24	O=C(Cn1ccc(=O)[nH]c1=O)NCCO	-11	1	-1	1	-9	6	-17	-2	-21
25	O=[N+]([O-])c1cccc(-c2noc(COc3ccccc3)n2)c1	-5	-2	7	0	-3	3	-7	-6	-12
26	O=C(N/C(=C/c1ccco1)C(=O)N1CCOCC1)c1cccs1	-5	0	-27	-9	6	6	-7	17	3
27	CCC(=Nc1ccc(N)cc1)C1=C(O)C(C(=O)OC)C(C)(C)CC1=O (stereo not drawn)	1	-127	-2	-208	-171	15*	-20	-22	-6

# From entry 15 up to 27, as listed above:
entry	mol	RBBP9 inh	Runt-CBFb FRET	TbHK1 inh	Runt-SMMHC FRET	p47phox inh	p97 ATPase inh	EBV gp42 inh	m-calpain inh	Furin inh
15	O=C(CSc1nc(-c2ccco2)cc(C(F)(F)F)n1)Nc1ccc(C(=O)N2CCCCC2)cc1	8	-10	-19	-9	-10	-2	-7	16	-4
16	O=C(N/N=C/c1cccs1)c1cccnc1	-7	1	-54	0	-2	8	-19	4	-14
17	O=C(O)C1C2C=CC3(O2)C1C(=O)N1c2ccccc2C2OCCC2C13 (stereo not drawn)	-4	-1	5	3	-6	1	-3	8	-17[20 µM]
18	CC(C)N1CCc2c(sc(NC(=S)NC(=O)c3ccccc3)c2C#N)C1	-4	19	-15	60*	-147	-2	-20	2	-4
19	Cn1c(N)c(C(=O)COC(=O)CCC2CCCCC2)c(=O)n(C)c1=O	-6	-3	-5	3	-2	1	-11	78*	-6
20	CCOC(=O)N1CCN(Cc2nc(Cc3cccc(C(F)(F)F)c3)no2)CC1	5	-6	-3	-1	-3	-1	5	-17	-12
21	CS(=O)(=O)C1=NSC2=NC(=O)/C(=C\c3ccc(-c4ccccc4)o3)C(=N)N21	-2	39	28	82	-30	7	-39	-61	0
22	CCc1c(O)cc(=O)n(-c2ccccc2)c1-c1ccccc1	-4	-3	12	-44	-2	-7	23	-8	-14
23	Cc1ccc(-c2cc(C(F)F)n3ncc(C(=O)N4CCN(c5ccccn5)CC4)c3n2)cc1	-3	-3	-18	-2	-10	-2	4	-19	1
24	O=C(Cn1ccc(=O)[nH]c1=O)NCCO	-11	1	-1	1	-9	6	-17	-2	-21
25	O=[N+]([O-])c1cccc(-c2noc(COc3ccccc3)n2)c1	-5	-2	7	0	-3	3	-7	-6	-12
26	O=C(N/C(=C/c1ccco1)C(=O)N1CCOCC1)c1cccs1	-5	0	-27	-9	6	6	-7	17	3
27	CCC(=Nc1ccc(N)cc1)C1=C(O)C(C(=O)OC)C(C)(C)CC1=O (stereo not drawn)	1	-127	-2	-208	-171	15*	-20	-22	-6
